ARNT TACC3 PPI – disruptors of ARNT/TACC3 protein interaction, primary screen, biochemical, AlphaScreen, single concentration; Transforming acidic coiled-coil-containing protein 3 (Homo sapiens), Q9Y6A5; AlphaScreen His-ARNT PAS-B/GST-TACC3 binding, luminescence; TACC3 fragment carries E629A point mutation; inhibition, % at 9.99 µM; 390,000 tested, 0.66% active; AID 623870, 2012;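 active = mean inhibition of replicates at least 50% and at least half of replicates each reaching 50%; inconclusive = half or more replicates reach 50% but mean below 50%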;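 note: 0% = complete ARNT plus TACC3 wells and 100% = ARNT alone without TACC3; many hits fall short of the cut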
GSIS activator – GLuc luminescence reporter in INS-1E cells, primary screen for activators of glucose-dependent secretion of insulin. activation, % at 16.6 µM. 370,000 tested, 0.61% active. AID 743287, 2014. INS-1E GLuc reporter insulin secretion, 2-3 h;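 active = lowest replicate activation of at least 40%, so every replicate reaches that level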;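 note: 0% = median of neutral control wells and 100% = median of IBMX positive control wells; some compounds called inactive have numbers as strong as hits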
ERp5 block – inhibitors of ERp5-driven insulin aggregation, primary screen, biochemical, turbidity, absorbance 650 nm, single point. 350,000 tested, 0.05% active. 90 min. inhibition, % at 9.99 µM;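 active = mean replicate inhibition above about 25%, with every replicate also reaching it, limit read from the data, passing the limit was not always enough; inconclusive = only one of those two criteria met; inactive = neither criterion met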
Target sequence (Q15084 whole entry, looked up): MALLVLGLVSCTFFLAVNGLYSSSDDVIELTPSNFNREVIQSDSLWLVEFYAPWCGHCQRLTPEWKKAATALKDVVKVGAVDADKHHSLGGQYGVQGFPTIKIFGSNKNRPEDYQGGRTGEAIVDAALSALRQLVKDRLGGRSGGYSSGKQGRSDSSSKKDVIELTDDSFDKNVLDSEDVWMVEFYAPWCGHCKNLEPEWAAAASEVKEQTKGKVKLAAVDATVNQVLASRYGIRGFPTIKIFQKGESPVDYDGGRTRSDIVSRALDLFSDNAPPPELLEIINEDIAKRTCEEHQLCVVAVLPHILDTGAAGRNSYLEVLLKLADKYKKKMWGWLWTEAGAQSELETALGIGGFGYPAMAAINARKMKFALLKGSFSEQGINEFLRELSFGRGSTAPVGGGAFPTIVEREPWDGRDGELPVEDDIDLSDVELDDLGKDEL
F508del corr – F508del CFTR correction, initial screen, CFBE line, single point | CFBE cells, YFP halide quenching; stimulated with forskolin plus potentiator P3; % fluorescence drop versus neutral controls | activity (quench increase), % at 7.58 µM | 350,000 tested, 0.36% active | AID 720511, 2013;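 active = mean added fluorescence quench of at least 8% versus neutral control, with both replicates also reaching 8%; inconclusive = only one of the mean or replicate conditions met; inactive = mean below 8% and not both replicates reaching 8%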;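 note: cells transiently co-express mutant CFTR-F508del with the halide-sensitive YFP; corrector assay measuring rescue of mutant channel to the surface after 24 h compound exposure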
PAX8 reporter – inhibitors of PAX8-driven TPO luciferase reporter, primary screen, RMG-I cells, single concentration. SteadyGlo, 24 h. inhibition, % at 12.6 µM. 360,000 tested, 1.2% active. AID 652154, 2013;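 active = mean replicate inhibition at least 60% with every replicate also reaching 60%; inconclusive = only one of the two criteria is met; inactive = mean below 60% and not all replicates reaching 60%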;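 note: luciferase light reporting Pax8 driven TPO promoter activity; plate controls were median of neutral control wells for no effect and mitoxantrone controls for full effect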
Xi reactivation – activators of inactive X chromosome reactivation, primary screen, imaging, XiGFP fibroblasts, GFP high-content imaging, set 2. XiGFP mouse fibroblasts, % GFP-positive cells imaging, 3 d; cells co-treated with 5-aza-dC sensitizer; scaled so ellipticine positive control = 100%. activation, % at 7.58 µM. 360,000 tested, 0.055% active;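 active = mean normalized replicate activation at least 10% and every replicate at or above 10%; inconclusive = only one of the two criteria met; inactive = mean below 10% and not all replicates reach 10%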;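 note: 0% = median of on-plate neutral control wells and 100% = ellipticine 6 µM median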
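Assay system: SV40-immortalized XiGFP fibroblast cells, line 68-5-11; buffer or medium: DMEM plus 5-aza-dC sensitizer; compound: one concentration, pinned; timing: compounds 3 days, fix/stain 15 min at room temperature; benchmarks: positive control ellipticine, 6 µM final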
DENV2 CPE rescue – inhibitors of DENV2 cytopathic effect, primary screen, cell-based, plate reader, single concentration; CPE inhibition, % at 9.99 µM; DENV2-infected cells, cytopathic effect rescue; AID 651640, 2012; 350,000 tested, 1.7% active; in the data active = CPE inhibition above about 20%, passing the limit was not always enough; inconclusive = no clear call, values can overlap the other calls; tested in BHK-21 cells;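 note: 0% = median of neutral control wells and 100% = median of positive control wells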
EWS-Fli inh – EWS/Fli-driven NR0B1 reporter inhibitors, primary screen, A673 cells, NR0B1 luciferase, luminescence, MLPCN library | 350,000 tested, 0.67% active | inhibition, % at 12.6 µM | viability-normalised | AID 651661, 2012;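 active = mean inhibition of at least 50% after viability correction, with every replicate also passing that limit; inconclusive = mean reaches 50% but only one of two replicates passes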;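 note: firefly luciferase signal divided by Alamar Blue viability fluorescence both relative to DMSO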
* = called active by the depositor; ? = inconclusive; / = no result given; & = joins results of further samples; ! = not confirmed by another sample.

SMILES	ARNT TACC3 PPI	GSIS activator	ERp5 block	F508del corr	PAX8 reporter	Xi reactivation	DENV2 CPE rescue	EWS-Fli inh
O=C(NCCc1ccccc1)Nc1nnc([C@@H]2C[C@H](O)[C@@H](CO)O2)s1	/	0	2	-1.7	1	0.4	-1	-5
COCCN1Cc2cc(C(=O)OC)c3c(c2C1=O)c1cc(F)ccc1n3S(=O)(=O)c1cccc(C)c1	/	/	0	-1.5	9	0.3	2	7
C[C@@H]1CN([C@H](C)CO)C(=O)c2cccc(NS(=O)(=O)c3ccccc3)c2O[C@@H]1CN(C)S(=O)(=O)c1ccc(Cl)cc1	27	-7	/	2.0	13	-1.2	3	8
CCOc1cc(C(=S)N2CCOCC2)ccc1OC(=O)c1cc(OC)c(OC)c(OC)c1	13	-1	-3	-14	12	0.0	8	3
NC(N)=NN=C1c2ccccc2-c2ccccc21	15	-26	7	1.1	17	0.1	-2	-3
CC(C)[C@H](NC(=O)[C@@H]1Cc2c([nH]c3ccccc23)C2c3ccccc3C(=O)N21)C(=O)N1CCC[C@@H]1C(=O)O (stereo partly drawn)	-2	-6	3	-3.0	/	/	4	11
C[C@@H]1CN([C@H](C)CO)C(=O)c2cc(NC(=O)NC3CCCCC3)ccc2O[C@H]1CN(C)S(=O)(=O)c1ccccc1	-2	-12	0	-4.3	-7	0.1	-4	1
CCCC(=O)Nc1ccc2c(c1)C(=O)N(C)[C@@H]1CC[C@H](CC(=O)NCCCN(C)C)O[C@@H]1CO2	-6	-8	10	1.7	-5	0.2	5	2
CC(=O)c1ccc(Oc2ncnc3sccc23)cc1	-7	2	2	-0.2	-87	0.1	/	-65
O=C(COc1ccc(S(=O)(=O)N2CCOCC2)cc1)N1CCCCCC1	-6	2	-1	1.4	-10	0.1	-7	-2
O=C(COc1cccc2cccnc12)NCc1cccs1	36	23	-1	2.1	11	0.3	3	3
O=C(c1ccccc1F)N1CC(=O)N2[C@H](C1)[C@H](c1ccc(-c3ccc(F)cc3)cc1)[C@@H]2CO	/	-9	0	-4.7	12	0.2	1	-10
CC(OC(=O)c1nsc(Cl)c1Cl)C(=O)NC1CCCCC1 (stereo not drawn)	0	6	6	-1.8	0	0.0	4	-2
COc1ccc(-c2[nH]c(-c3ccc(C)cc3)nc2SCC(=O)Nc2nccs2)cc1	0	-14	5	/	-2	0.2	?	5
O=C(Cc1ccccc1)NCC(=O)N/N=C/c1cccs1	25	4	8	-1.5	-13	0.1	15	-2
O=C(NCC1CCCO1)c1nn2c(C(F)(F)F)cc(-c3cccs3)nc2c1Cl (stereo not drawn)	-7	-5	1	2.4	-14	-0.1	-1	-10
COc1cc(Nc2cc(C)n(-c3cc(OC)cc(OC)c3)c(=O)c2)cc(OC)c1	/	-12	-3	-0.1	20	0.3	0	-4
O=C(Nc1cccnc1)C1CC(=O)N(c2ccc(F)cc2)C1 (stereo not drawn)	-33	-4	7	-4.1	-3	0.5	10	-3
CCCC(=O)Nc1ccc2c(c1)C(=O)N(C)C[C@@H](OC)[C@H](C)CN(C(=O)C1CCCC1)[C@@H](C)CO2	-4	-9	-5	1.4	6	0.5	-7	0
Cc1ccc(S(=O)(=O)N2CCN(Cc3cc(=O)n4ccccc4n3)CC2)cc1C	20	-2	-3	6.6	9	0.0	-13	-1
C[C@H](O)C#Cc1cnc2c(c1)C(=O)N([C@@H](C)CO)C[C@H](C)[C@@H](CN(C)C(=O)CC1CC1)O2	-5	24	-6	-0.5	/	0.7	0	0
COc1cccc(CSc2nnc(CSc3nc4nc(C)cc(C)n4n3)s2)c1	10	-8	-2	2.9	/	/	0	10
CC(C)[C@H](CO)NC(=O)[C@H]1O[C@@H](n2ccc(=O)[nH]c2=O)[C@H](O)[C@@H]1O	/	-2	-2	1.1	-14	0.0	-7	7
CC(C)CC#Cc1cnc2c(c1)C(=O)N([C@H](C)CO)C[C@@H](C)[C@@H](CN(C)S(C)(=O)=O)O2	-26	0	8	-2.2	/	-0.8	-2	7
CCO[C@H]1OC(C(=O)N2CCOCC2)=C[C@@H](c2cn(C(C)=O)c3ccccc23)[C@@H]1CCCO	-2&4	3	3&5	0.8&-1.5	-3&-6	-0.2	27*!	-3&-1
O=c1oc2ccccc2cc1-c1csc(Nc2ccc(O)cc2)n1	2	-34	-5	-2.6	-12	-0.2	14	4
N#C[C@H]1[C@H](c2ccccc2-c2cccc(F)c2)[C@@H](CO)N1C(=O)NC1CCCC1	/	-28	-6	-3.2	/	0.1	6	4
CN(C)CC(=O)N[C@H]1CC[C@H](CCNC(=O)Nc2ccc(C(F)(F)F)cc2)O[C@H]1CO	1	18	-10	-0.7	1	-0.2	2	-1
COc1ccc(OCCN2CCC(C(=O)NC(c3ccc(F)cc3)c3ncccc3C)CC2)cc1 (stereo not drawn)	/	/	5	0.1	-4	0.0	15	10
O=C(C[C@@H]1C[C@H]2c3cc(NC(=O)Nc4ccccc4F)ccc3O[C@H]2[C@@H](CO)O1)NCCc1ccccc1	-3	18	-4	-0.5	/	0.1	-7	-2
O=C(c1cc(C(=O)N2CCOCC2)c2nc3ccccc3n2c1)c1ccccc1O	/	21	4	2.0	-8	0.1	2	6
O=C(O)c1cc(S(=O)(=O)NC(Cc2c[nH]c3ccccc23)C(=O)O)ccc1Cl (stereo not drawn)	-4	16	-1	-0.2	3	0.0	-1	17
C[C@H](CO)N1C[C@H](C)[C@@H](CN(C)C(=O)c2cccc(F)c2)Oc2ncc(-c3ccncc3)cc2C1=O	1	-12	-5	1.2	/	2.3	-2	1
O=C(COC(=O)C1CC1)NCCc1ccc(Cl)cc1	3	-11	1	1.5	-6	0.0	7	0
Cc1noc(C)c1S(=O)(=O)Nc1ccc2c(c1)CC(=O)N([C@@H](C)CO)C[C@@H](C)[C@H](CN(C)C(=O)NC1CCCCC1)O2	-11	17	4	-4.0	/	0.1	22*	7
CC1(C)Cc2nc(N3CCCC3)c(C#N)cc2CO1	2	0	-2	-2.4	-14	-0.1	/	-6
O=C(c1ccc(-c2ccccc2Cl)o1)N1CCN(S(=O)(=O)c2cccs2)CC1	/	-15	-2	0.8	-140	0.3	-2	-10
O=C(C[C@H]1C[C@@H]2c3cc(NS(=O)(=O)c4ccccc4)ccc3O[C@@H]2[C@H](CO)O1)N1CCCCC1	-7	-1	7	5.7	-15	0.0	5	-4
COc1ccc(OC2(C)CCN(Cc3ccccc3OC(F)F)C2)cc1 (stereo not drawn)	/	-2	-3	-1.5	14	0.0	6	-14
O=C(Nc1cccc(C(F)(F)F)c1)c1scc2c1OCCO2	-2	2	2	-3.6	-48	-0.1	-2	-44
Cc1nn2c(-c3ccncc3)ccnc2c1Cl	17	-8	4	0.9	1	0.2	/	-1
COc1ccc(C#Cc2ccc3c(c2)O[C@@H](CN(C)C(=O)c2ccccn2)[C@@H](C)CN([C@@H](C)CO)S3(=O)=O)cc1	2	-7	-12	1.3	47	-0.9	?	7
Cc1cc(C(=O)N2CCCC(Nc3ccc(C(C)C)cc3)C2)nn1C (stereo not drawn)	-1	-3	1	1.9	10	-0.1	7	/
CN(C(=O)COc1cc(=O)n(C)c2ccccc12)c1cccc(Cl)c1	/	0	2	-2.0	-2	0.0	-4	-13
NC(=O)C1CCN(CC(=O)Nc2cc(Cl)ccc2Oc2ccccc2)CC1	-2	-2	-3	-3.3	-5	0.0	1	8
CN1C(=O)c2cc(NC(=O)c3ccc(Cl)cc3)ccc2OC[C@@H]2O[C@H](CC(=O)O)CC[C@H]21	-12	14	-2	-0.4	-7	1.5	-3	-3
CCNC(=O)C[C@H]1CC[C@@H](NS(=O)(=O)c2ccc(C)cc2)[C@@H](CO)O1	-27	-6	-3	-0.2	-9	0.1	-2	8
Cc1ccc(N2C(=O)N(CC(=O)Nc3cccc(C)c3C)C(=O)C2C)cc1 (stereo not drawn)	-8	-7	0	1.2	/	-0.1	2	-19
COC(=O)c1c2oc(c1C(=O)OC)C(=O)N[C@H](Cc1ccccc1)Cn1cc(nn1)CNC(=O)[C@H](Cc1ccccc1)NC(=O)N[C@@H](CO)CC2	-9	/	-1	2.8	5	/	11	-8
O=C(Nc1cccc(Cl)c1)Nn1cnnc1	-8	-8	0	-1.4	10	0.2	-1	-6
CO[C@@H]1CN(C)C(=O)c2ccc(NS(=O)(=O)c3cn(C)cn3)cc2OC[C@H](C)N(Cc2cccc(F)c2)C[C@H]1C	-12	-16	1	2.5	/	0.4	3	-2
COc1ccc(C#Cc2ccc([C@H]3[C@H](CO)N4CCCCN(C(=O)Nc5ccc(F)cc5)C[C@@H]34)cc2)cc1	13	-11	5	-1.8	48	0.1	-6	/
O=S(=O)(N[C@@H]1CC[C@H](CCn2cc(-c3cccnc3)nn2)O[C@H]1CO)c1ccc(F)cc1	13	1	3	0.9	4	-0.5	-3	0
CC12CN(Cc3ccccc3)CC(C)(CN(Cc3ccccc3)C1)C2=O	/	-4	0	-3.4	2	-0.1	9	5
Cc1ccc(S(=O)CCNC(=O)Cc2ccc(Cl)cc2)cc1 (stereo not drawn)	-1	-5	-2	-1.6	4	0.0	-4	1
COc1cc(C2C3=C(CC(C)(C)CC3=O)N(C)C3=C2C(=O)CC(C)(C)C3)ccc1O	3	-3	0	0.7	-7	0.0	-4	12
Cc1noc(C)c1S(=O)(=O)Nc1ccc2c(c1)C(=O)N([C@@H](C)CO)C[C@@H](C)[C@H](CN(C)Cc1ccc(C(F)(F)F)cc1)OCCCC[C@H](C)O2	4	-12	4	2.8	64*	0.4	10	/
CCOC(=O)c1nc(C)sc1-c1ccnn1S(=O)(=O)c1ccc(Cl)cc1Cl	-2	-29	-9	0.0	-13	-0.1	-3	5
COc1cc(OC)c(NS(=O)(=O)c2cc(Br)cnc2N)cc1Cl	6	-34	-9	-2.3	10	0.0	-4	-12
COC(=O)N(C)C[C@@H]1OCc2ccccc2-c2c(n(C)c3ccccc23)C(=O)N([C@@H](C)CO)C[C@H]1C	4	-3	-4	2.3	/	0.1	5	-13

Brought forward from above: 2 compounds, then new ones.
SMILES	ARNT TACC3 PPI	GSIS activator	ERp5 block	F508del corr	PAX8 reporter	Xi reactivation	DENV2 CPE rescue	EWS-Fli inh
COc1cc(OC)c(NS(=O)(=O)c2cc(Br)cnc2N)cc1Cl	6	-34	-9	-2.3	10	0.0	-4	-12
COC(=O)N(C)C[C@@H]1OCc2ccccc2-c2c(n(C)c3ccccc23)C(=O)N([C@@H](C)CO)C[C@H]1C	4	-3	-4	2.3	/	0.1	5	-13
CO[C@H]1CN(C)C(=O)c2ccc(NS(C)(=O)=O)cc2OC[C@@H](C)N(C(=O)CN(C)C)C[C@H]1C	-8	16	-4	-0.5	-5	0.1	7	-5
Cc1cccc(NNC(=S)Nc2ccccc2)c1	/	17	-5	-1.5	/	0.0	-2	-6
O=C(O)CCCCn1c(SCc2cc(=O)n3cc(Cl)ccc3n2)nc2ccsc2c1=O	0	13	1	/	-1	0.1	0	4
COc1ccc(S(=O)(=O)N(C)C[C@H]2Oc3ccc(NC(=O)CCC(F)(F)F)cc3CC(=O)N([C@@H](C)CO)C[C@H]2C)cc1	-17	-12	3	-1.3	11	0.1	-2	-79
